Pf Dd2 growth – inhibitors of Plasmodium falciparum Dd2 growth; P. falciparum Dd2 growth, SYBR Green, 72 h; Potency, µM (highest dose often 28.9 µM), inactives show at the top dose activity, negative = inhibition, actives largely listed as inhibitors; actives 4.3% (n = 120,000); AID 1347417; active means well fitted inhibition curve with a large enough effect; inconclusive means small, poorly fitted or top-dose-only effect; inactive means no such curve, though single readings can be large or run the other way;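 further: plate controls were DMSO vehicle for no effect and reference drug for full effect; nearly all actives have a fitted effect of over 65% in size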
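Readout: SYBR Green fluorescence, 485 nm excitation, 535 nm emission, after ~16 h lysis at 37C. Before that, Dd2-infected red cells (2.5% hematocrit) grew 72 h with compound, 29 uM top final concentration.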
The depositor's hits bear a star; i = inactive; ? = inconclusive; [ ] = another dose, or the depositor's remark. Potency means the concentration at half of the fitted maximal effect. Some of the compounds tested; rates above refer to the full screens.

SMILES | Pf Dd2 growth
O=C(c1cnco1)N1C[C@@H](COc2cccnc2)[C@H](c2ccccn2)C1 | i
CCOc1ccc(CN2CCN(C/C=C/c3ccccc3OC)CC2CCO)cc1 (stereo not drawn) | ?
Cc1ccc(C(=O)Nc2cccc3cccnc23)cc1Cl | 4.1%
COCC(=O)N[C@@H]1CCC[C@@H](C(=O)NCc2ccc(OC)cc2)CC(=O)N(C)C1 | i
Cc1ccc(CN2CC[C@H](c3nc4cc(C)ccc4o3)C2)cc1 | 17.7%[44.1 µM]
Cc1c(CC(=O)NC2CC2)c2c(n1Cc1ccc(F)cc1)CCCC2=O | ?
CCN1c2cc(C)ccc2-n2cccc2C12CCN(C(=O)Nc1cc(OC)c(OC)c(OC)c1)CC2 | ?
O=C(Cc1n[nH]c(=O)c2ccccc12)NC1CCCc2c1[nH]c1c(Cl)cccc21 (stereo not drawn) | ?
COc1ccccc1N1CCN(C(=O)C[C@@H]2C[C@@H](C(C)C)[C@H](CO)C=C2C)CC1 | i
COc1ccc(-n2c(SCC(=O)NCc3ccc(C)cc3)nc3n[nH]c(C)c3c2=N)cc1 | 10µM*
COc1cccc(C(=O)N2CCC3(CC2)CN(c2ccncn2)CC3CO)c1C (stereo not drawn) | ?
OCCc1cc(CC2(NCc3ccc(CO)o3)COC2)no1 | 4.7%[44.1 µM]
COc1ccc(CC(=O)Nc2sc3c(c2C(=O)Nc2c(C)cccc2C)CCCCC3)cc1 | 9.4%
O=C(CN1CCCC1=O)N1CCc2ncnc(N3CCOCC3)c2CC1 | -3.1%
COc1ccc(CCNC(=O)c2ccc3c(c2)N(Cc2ccccc2C)C(=O)c2ccccc2S3)cc1OC | i
CCc1cccc(NC(=O)CN(C)S(=O)(=O)c2ccc3[nH]c4c(c3c2)CCCC4)c1 | i
Cc1nc(-c2cnccn2)n(CC(=O)Nc2cccc(C#N)c2)c(=O)c1C | i
CNC(=O)N1CCC(C2CCN(C(=O)Cc3cccs3)C2)CC1 (stereo not drawn) | 30.8%[activator]
COc1cc(C(CC(=O)Nc2ccc(F)cc2F)N2Cc3ccccc3C2=O)cc(OC)c1OC (stereo not drawn) | -16.7%
CCc1cccc(NC(=O)N2CCC3(CC2)CC(=O)N(Cc2ccccc2)C3)c1 | i
COc1ccccc1CN1CCC[C@H]1c1nc(-c2ccc(F)cn2)no1 | ?
Cc1cc(C(=O)N2CCC3(CC(=O)NC3=O)C2)c(-c2ccccc2)o1 (stereo not drawn) | 7.5%
CC(C)C(=O)N1CCC(C(NC(=O)c2ccccc2Cl)C(=O)N2CCCCC2)CC1 (stereo not drawn) | i
COc1cccc2c1OCC(CNC(=O)Cn1nc(C)c(C)cc1=O)C2 (stereo not drawn) | -9.6%
COc1cc2c(cc1OC)C(COc1ccc3c(C)cc(=O)oc3c1)N(C(=O)Cc1ccccc1)CC2 (stereo not drawn) | ?

Shown as tab-separated lines: 13 of the compounds above.
Structure	Pf Dd2 growth
CCOc1ccc(CN2CCN(C/C=C/c3ccccc3OC)CC2CCO)cc1 (stereo not drawn)	?
Cc1ccc(C(=O)Nc2cccc3cccnc23)cc1Cl	4.1%
COCC(=O)N[C@@H]1CCC[C@@H](C(=O)NCc2ccc(OC)cc2)CC(=O)N(C)C1	i
Cc1ccc(CN2CC[C@H](c3nc4cc(C)ccc4o3)C2)cc1	17.7%[44.1 µM]
Cc1c(CC(=O)NC2CC2)c2c(n1Cc1ccc(F)cc1)CCCC2=O	?
CCN1c2cc(C)ccc2-n2cccc2C12CCN(C(=O)Nc1cc(OC)c(OC)c(OC)c1)CC2	?
O=C(Cc1n[nH]c(=O)c2ccccc12)NC1CCCc2c1[nH]c1c(Cl)cccc21 (stereo not drawn)	?
COc1ccccc1N1CCN(C(=O)C[C@@H]2C[C@@H](C(C)C)[C@H](CO)C=C2C)CC1	i
COc1ccc(-n2c(SCC(=O)NCc3ccc(C)cc3)nc3n[nH]c(C)c3c2=N)cc1	10µM*
COc1cccc(C(=O)N2CCC3(CC2)CN(c2ccncn2)CC3CO)c1C (stereo not drawn)	?
OCCc1cc(CC2(NCc3ccc(CO)o3)COC2)no1	4.7%[44.1 µM]
COc1ccc(CC(=O)Nc2sc3c(c2C(=O)Nc2c(C)cccc2C)CCCCC3)cc1	9.4%
O=C(CN1CCCC1=O)N1CCc2ncnc(N3CCOCC3)c2CC1	-3.1%

Next compounds
SMILES | Pf Dd2 growth
C[C@H](O)c1onc(-c2ccc(Cl)cc2)c1C(=O)NC1CCC1 | -16.0%[44.1 µM]
COC1CCC(C(=O)N2CCC3(CC2)OC(=O)N(Cc2ccccc2)C3(C)c2ccccc2)CC1 (stereo not drawn) | ?
Cc1nc(C)c(C(=O)N2CC(c3nnc(-c4ccncc4)o3)C3(CCOCC3)C2)s1 (stereo not drawn) | -11.7%
CC(=O)c1cccc(NC(=O)c2cc3c(n2C)CCN(Cc2cccc(F)c2)C3)c1 | ?
CCOc1ccccc1C(=O)NCc1nnc2ccc(-c3ccc(C)cc3)nn12 | ?
O=C(Oc1ccccc1)N1CCC(Oc2cnc3c(ccn3-c3cncnc3)c2)CC1 | i
O=C(NC1CC(=O)N(c2cccc(F)c2)C1)c1ccc(Br)o1 (stereo not drawn) | 18.8%
C[S+](=O)([O-])CCn1ncc2cc(OCc3cccc(-c4cccc(O)c4)c3)ccc21 | ?
CCCNC(=O)N(C1CCOCC1)C1CCN(S(=O)(=O)c2ccc(F)cc2)CC1 | -23.1%
Cn1c(=O)c2ccnn2c2ccc(C(=O)NCC3CCN(Cc4ccccc4F)CC3)cc21 | -18.6%
CC(C)CCN(C)C(C)c1cccs1 (stereo not drawn) | -9.7%[44.1 µM]
COc1ccc2c(c1)OCC(CNC(=O)c1ccc(C(C)C)n(C)c1=O)C2 (stereo not drawn) | -4.5%
C[S+](=O)([O-])N1Cc2ccccc2CC2(CCCN(CC3CCNCC3)C2)C1 (stereo not drawn) | -9.6%
O=C(c1ccc(N2CC3CC(C2)[C@H]2CCCC(=O)N2C3)nc1)N1CCN(c2ccc(Cl)cc2)CC1 (stereo partly drawn) | ?
CC(=O)c1ccc(NC(=O)COc2ccccc2-c2nc(-c3ccccc3)no2)cc1 | 31.0%[activator]
CCNC(=O)N1C[C@@H]2OCC(=O)N(Cc3ccc(OC)cc3)[C@@H]2C1 | 24.0%[44.1 µM]
Cc1ccc(-c2nsc(NC(=O)c3oc4cc(C)c(Cl)cc4c3C)n2)cc1 | 62.8%[activator]
COc1ccc(NC(=O)Cn2c(=O)oc3cc(Cl)ccc32)c(OC)c1 | -14.1%
CCN(CC)C(=O)c1ccc2c(c1)N(Cc1c(F)cccc1Cl)C(=O)c1ccccc1S2 | ?
CCc1nc2c(c(-c3ccc(O)cc3)n1)CCN(Cc1ccc(C)cc1)CC2 | ?
O=C(Nc1noc2ccccc12)c1cccc(Cl)c1Cl | 42.0%[activator]
COCCOC1CCOC2(CCN(C(=O)c3cc(F)ccc3F)CC2)C1 (stereo not drawn) | 11.0%
c1ccc(CNc2nc3ccccc3c3nc(-c4ccccc4)nn23)cc1 | 8.91µM*
Cc1occc1C(=O)N1C[C@@H](C(=O)O)C[C@H](C(=O)NCc2ccccn2)C1 | -15.9%
C#CCN(C)Cc1nc(C2(O)CCN(C(=O)c3cccc(F)c3)CC2)cs1 | -20.2%[44.1 µM]
Carrying on:
SMILES | Pf Dd2 growth
Cc1ccc(Cn2cc(S(=O)(=O)c3cccc(C)c3)c(=O)c3cc(F)c(N4CCOCC4)cc32)cc1 | 10µM*
COc1ccc(C(=O)c2cn(Cc3ccc(F)cc3)c3ccc(C)cc3c2=O)cc1 | ?
CC(=O)Nc1ccc2nc(SCc3ccccc3)sc2c1 | i
CN1CC(=O)N(C2CCCNCC2)Cc2c(NCCN3CCOCC3)ncnc21 (stereo not drawn) | i
O=C(Nc1ccc2oc(-c3cccc4c(Br)cccc34)nc2c1)c1cccc(Cl)c1 | i
O=C(NCc1nnc2n1C(C(=O)N1CCN(c3ncccn3)CC1)CC2)Nc1cccnc1 (stereo not drawn) | 3.8%
O=C1c2c(nc(COc3ccc(Cl)cc3)n2Cc2ccccc2)NCCN1CCOc1ccccc1 | ?
CCC(=O)N1CCc2cc(Br)cc(S(=O)(=O)N3CCCC(C(=O)NCc4ccc(F)cc4)C3)c21 (stereo not drawn) | ?
CC1CCCN(c2cc3c(cc2F)c(=O)c(S(=O)(=O)c2cccc(Cl)c2)cn3Cc2ccccc2)C1 (stereo not drawn) | i
O=C1CO[C@H]2CCN(Cc3ccncc3)CC[C@@H]2N1Cc1c[nH]c2ccccc12 | -23.4%[44.1 µM]
Cn1cncc1-c1nnc([C@H]2CCN(Cc3ccc(Cl)cc3)C2)o1 | i
COc1cc(CN(C)C(=O)c2c(C)noc2-c2cccc(F)c2)cc(OC)c1OC | i
COc1ccc(-n2nc3ccc(NC(=O)c4ccc(-c5cc(Cl)ccc5Cl)o4)cc3n2)cc1 | ?
Cc1ccc(CCNC(=O)CCSCc2ccc(Cl)cc2)cc1 | 31.3%[activator]
Cc1ccc(CNS(=O)(=O)c2c(C)nc3sc(C)cn3c2=O)cc1 | 4.8%
CCCSc1oc(-c2ccco2)nc1S(=O)(=O)c1ccc(Br)cc1 | -18.0%
Cc1cccc2sc(N(CCCN(C)C)C(=O)c3ccc(Cl)s3)nc12 | ?
CCOc1ccc(C(=O)N2CC(c3nnc(-c4ccc(C)cc4)o3)C3(CCOCC3)C2)cc1 (stereo not drawn) | i
COc1ccccc1CCC(=O)N1CCCN(c2cc(-c3ccc(Cl)cc3)[nH]n2)CC1 | ?
CC1(C)N=C(c2ccccc2)C(=O)N1CC(N)=O | 55.5%[activator]
CCn1cc(S(=O)(=O)N2CCC(Cc3nncn3CC)C2)cn1 (stereo not drawn) | 37.5%[activator]
Cc1cnc(C(=O)N2CCn3c(nnc3[C@@H]3C[C@@H](O)CN3Cc3ccccc3)C2)cn1 | 13.8%
O=C(c1ccc(C(F)(F)F)cc1)N1CCC2(Cc3ccccc3NC2=O)C1 (stereo not drawn) | -7.8%
O=C(c1cocn1)N1C[C@H](c2cccc(F)c2F)[C@@H]2[C@H]1C1CCN2CC1 | -18.8%
COc1cccc(C(=O)N2CCN(c3cc(C(F)(F)F)ncn3)CC2)c1 | -4.7%
Additional entries
SMILES | Pf Dd2 growth
O=C(NC[C@H]1O[C@@H](CO)[C@@H](O)[C@H]1N1CCCCC1)Nc1ccccc1 | -13.7%[44.1 µM]
CC(C)CNc1ncnc2c1CN(C1CCC1)C(=O)CN2C | 12.0%
Cc1ccccc1CCNC(=O)C1CCN(S(=O)(=O)c2ccc3c(ccn3C)c2)CC1 | i
COCc1ccc2c(c1)c(OC(C)(C)C(=O)NCC1CCOCC1)nn2Cc1cccnc1 | ?
O=C1Nc2ccccc2CC12CCCN(CC1CC1)C2 (stereo not drawn) | ?
COc1ccccc1NC(=O)N(Cc1ccco1)C1CCN(C(C)=O)CC1 | -5.0%
CC1=C(c2ccc(Cl)cc2)S(=O)(=O)N=C1N1CCC(C(=O)NCCc2ccco2)CC1 | 21.7%
COc1ccc(-n2cc(-c3ccccc3)c3c(N4CCCC(C)C4)ncnc32)cc1 (stereo not drawn) | -4.7%
Cc1ccc(Nc2nc(-c3ccccc3)nc3ccccc23)cc1 | ?
CCN1CCC(N(Cc2ccc3c(c2)OCO3)C(=O)Nc2ccc(Br)c(C)c2)CC1 | ?
O=C1CCN(S(=O)(=O)c2ccccc2)CCCC(C(=O)NC2CCCC2)CCN1 (stereo not drawn) | 0.8%
CCc1ccc(CNC(=O)Cn2c(C)cc3nc4n(c(=O)c32)CCCC4)cc1 | ?
CCOC(=O)c1ccccc1NC(=O)CSc1cn(CC(=O)N2CCCCC2)c2ccccc12 | -15.5%
CCOc1cccc(CN2CCOc3ccc(C(=O)NCc4ccccc4F)cc3C2)c1 | i
CC(=O)N[C@@H]1C=C[C@@H](c2c(C)nn(-c3ccc(C)c(Cl)c3)c2C)C1 | i
COc1ccc(NC(=O)Cn2cnc3c(oc4ccccc43)c2=O)cc1OC | 14.6%
CN(c1ccc(F)cc1)S(=O)(=O)N1CCCC(C(=O)NCc2cccc(Br)c2)C1 (stereo not drawn) | -23.8%
CCc1ccc(S(=O)(=O)c2nnn3c2nc(N2CCCC2)c2sccc23)cc1 | 33.0%[activator]
CC(=O)N1CCC(Cc2ccc(C(N)=O)cc2)CC1 | 12.3%
CCC(C)NC(=O)C1COC2(CCN(C(=O)c3cccc(OC)c3)CC2)N1C(=O)c1ccccc1 (stereo not drawn) | -27.2%
Cc1cccc(-c2ccc3c(c2)C(=O)N2CC[C@H](NC(=O)c4cccnc4)C[C@H]2C(=O)N3)c1C | -14.1%
O=C(C1CC1)N1CCC(Cc2nncn2-c2ccccc2)C1 (stereo not drawn) | -10.5%
Clc1cccc(N2CCN(c3nc4ccccc4n4cnnc34)CC2)c1 | 82.4%[activator]
C#CCNC(=O)c1cc(C(C)(C)C)c2cccn2n1 | -23.8%[44.1 µM]
Cc1nn2c(c1-c1ccccc1-c1ccccc1)N(Cc1ccc(C(=O)O)s1)CCC2 | i

In another format: results already given.
Structure,Pf Dd2 growth
CCc1ccc(CNC(=O)Cn2c(C)cc3nc4n(c(=O)c32)CCCC4)cc1,?
CCOC(=O)c1ccccc1NC(=O)CSc1cn(CC(=O)N2CCCCC2)c2ccccc12,-15.5%

The results go on.
SMILES | Pf Dd2 growth
CCN(CC)CCCNc1ncnc2c1cnn2-c1ccc(C)c(C)c1 | i
COc1ccc(CNC(=O)CN2C(=O)CC(c3ccc(C)c(C)c3)=Nc3ccccc32)cc1 | ?
CCNC(=O)CC1=C2CCCCC2NC1=O (stereo not drawn) | 16.6%
CCOc1ccc(CN(CCc2ccc3c(c2)OCO3)Cc2ccc(C)cc2)cc1 | 10µM*
CCc1ccc(CNC(=O)C2CCCCC(=O)N2C)cc1 (stereo not drawn) | 5.1%
CCCc1nnc(C[C@@H]2C[C@@H](C(C)C)[C@H](CN3CCN(CCO)CC3)C=C2C)o1 | ?
Cc1ccccc1NC(=O)CSc1nc2c(oc3ccccc32)c(=O)n1-c1ccccc1F | i
O=C(N[C@H]1CCN2C(=O)N(c3ccc(OC(F)(F)F)cc3)C(=O)[C@@H]2C1)c1cnccn1 | -9.0%[44.1 µM]

Assay outcomes as filed in PubChem BioAssay.
